DAGLB inh – DAGLB lipase inhibitors, primary screen, biochemical, fluorescence, HTS. 340,000 compounds, 0.059% hits. inhibition, % at 5.17 µM. HEK293T DAGLB membrane lysate, EnzChek fluorogenic substrate. Diacylglycerol lipase-beta (Homo sapiens), Q8NCG7; in the data active = inhibition above about 34%;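 also: 0% = enzyme with vehicle and 100% = wells lacking enzyme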
NSD2 HMT inh – NSD2 histone methyltransferase inhibitors, primary screen, biochemical, AlphaScreen, single concentration, set 2. Histone-lysine N-methyltransferase NSD2 (Homo sapiens), O96028. NSD2 peptide methylation, 120 min. inhibition, % at 12.5 µM. 310,000 compounds, 0.54% hits. AID 743445, 2014; in the data active = inhibition above about 50%
Arr AP2 block – inhibitors of beta-arrestin/AP2 binding, primary screen, biochemical, GPCR trafficking, flow cytometry; beta-arrestin 1 C-terminal peptide binding to AP2 beta2-adaptin appendage (human); FITC-arrestin peptide / GST-AP2 beads; AP2 beta2 appendage carries R879A mutation; inhibition, % at 10 µM; 340,000 compounds, 0.31% hits;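 active = inhibition above a set limit, near 3 SD of compounds lacking own fluorescence, cut at about 54% in these data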;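 also: plate controls were DMSO wells for no effect and 5 µM unlabelled arrestin peptide for full effect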
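System: GST-AP2 R879A glutathione beads; medium: PBS, Tween 20 0.05%, BSA 0.1%; reagent: fluorescein-tagged arrestin peptide at 50 nM final; schedule: pre-incubation 12 min, peptide binding 1 h, room temperature; detection: flow cytometry, FL1 (488/535 nm); read-out: inhibition as reduced fluorescein signal on beads, percent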
C-LANA FP – inhibitors of KSHV C-LANA binding to DNA, primary screen, biochemical, fluorescence polarization, FAM-LBS DNA, MBP-C-LANA, single point | inhibition, % at 9 µM | AID 504423, 2011 | 340,000 compounds, 0.078% hits | Kaposi's sarcoma herpesvirus LANA C-terminal domain (residues 932-1162) DNA binding;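 active = highest replicate inhibition at or above 60% at 9 µM, even if other replicates fall short; inactive = all replicates below 60% inhibition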;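 also: 0% = neutral control wells and 100% = 4 µM acridine orange control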
Pemphigus Ab inh – inhibitors of pemphigus antibody binding to DSG3, primary screen, biochemical, bead-based, flow cytometry, scFv-GFP; Desmoglein-3 (Homo sapiens), P32926; DSG3-coupled beads, scFv-anti-DSG3-GFP binding; stronger effect = lower value; binding (percent of control), % at 10 µM; 310,000 compounds, 0.48% hits; AID 588358, 2011;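 active = binding more than 3 SD below its plate's average and above zero; inconclusive = below that plate limit but binding exactly zero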; also: some compounds called inactive have numbers as strong as hits
Keap1 Nrf2 FP – Keap1-Nrf2 protein-protein interaction inhibitors, primary screen, biochemical, fluorescence polarization, single point; Kelch-like ECH-associated protein 1 (Homo sapiens), Q14145; Keap1 Kelch-Nrf2 peptide fluorescence polarization, 1536-well; inhibition, % at 9.4 µM; 340,000 compounds, 0.15% hits; in the data active = inhibition above about 12%; inconclusive = no clear call, values can overlap the other calls; inactive = below about 7.3%;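 also: human Keap1 Kelch domain with fluorescein labeled Nrf2 9mer peptide probe; 0% = neutral control wells and 100% = peptide positive control; higher means more block of Keap1 binding to Nrf2 peptide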
Target sequence (Q14145 whole entry, looked up, the tested form may be a part): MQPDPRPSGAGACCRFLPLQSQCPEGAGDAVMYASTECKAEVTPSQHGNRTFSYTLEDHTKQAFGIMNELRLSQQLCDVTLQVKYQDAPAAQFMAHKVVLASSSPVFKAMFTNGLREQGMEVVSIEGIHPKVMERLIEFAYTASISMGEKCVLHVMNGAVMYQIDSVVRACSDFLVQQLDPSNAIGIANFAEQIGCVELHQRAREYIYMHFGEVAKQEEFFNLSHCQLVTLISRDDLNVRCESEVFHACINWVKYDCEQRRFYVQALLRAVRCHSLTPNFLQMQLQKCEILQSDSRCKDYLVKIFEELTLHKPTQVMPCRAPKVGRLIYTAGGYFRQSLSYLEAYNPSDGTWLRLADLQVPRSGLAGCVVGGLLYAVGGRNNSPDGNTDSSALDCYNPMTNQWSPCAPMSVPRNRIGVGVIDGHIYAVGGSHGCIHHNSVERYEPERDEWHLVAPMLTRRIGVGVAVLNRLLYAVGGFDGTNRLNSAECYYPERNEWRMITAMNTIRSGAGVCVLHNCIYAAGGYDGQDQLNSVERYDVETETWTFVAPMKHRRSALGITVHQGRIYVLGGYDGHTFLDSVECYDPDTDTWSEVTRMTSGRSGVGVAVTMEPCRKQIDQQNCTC
CAL PDZ FP-1 – CAL PDZ peptide-binding inhibitors, primary screen, biochemical, fluorescence polarization, Cer-tagged CAL PDZ, HTS; AID 504414, 2011; 330,000 compounds, 0.02% hits; Golgi-associated PDZ and coiled-coil motif-containing protein (Homo sapiens), Q9HD26; inhibition, % at 20 µM; purified CAL PDZ, TMR-peptide fluorescence polarization, 1 h;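 active = highest replicate inhibition of at least 40%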;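 also: plate controls were DMSO neutral control wells for no effect and unlabeled competitor peptide control wells for full effect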
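Assay system – tagged CAL PDZ protein CerCALP, purified · Timing – 1 h at RT · Compound – single point, 20 µM · Measured by – fluorescence polarization from S- and P-plane intensities, G-factor corrected · Evaluation – inhibition from polarization loss · Probe or stimulus – TMR reporter peptide T*-PRC34 · Buffer or medium – pH 7.4 phosphate-saline buffer, reducing agent, detergent, IgG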
CAL PDZ FP-2 – untagged CAL PDZ binding inhibitors, primary screen, biochemical, fluorescence polarization, HTS | Golgi-associated PDZ and coiled-coil motif-containing protein (Homo sapiens), Q9HD26 | purified CAL PDZ, TMR-peptide fluorescence polarization, 1 h | inhibition, % at 24.9 µM | 300,000 compounds, 0.92% hits | AID 602252, 2012;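 active = mean inhibition of at least 30% with at least half of replicates also reaching 30%; inconclusive = no clear call, values can overlap the other calls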;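 also: 0% = DMSO neutral control and 100% = excess unlabeled competitor peptide PRC23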
Cardiac RTF inh – cardiac RTF calcium sensitivity inhibitors, primary screen, biochemical, IANBD-TnC fluorescence, EC70 calcium; inhibition, % at 7.15 µM; IANBD-labeled cardiac RTF, Ca2+ fluorescence; Troponin I, cardiac muscle (Homo sapiens) + Troponin T, cardiac muscle (Homo sapiens) + …; 340,000 compounds, 0.12% hits;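 active = inhibition above the mean inhibition of all tested compounds plus 3 SD, cut at about 17% in these data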;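 also: assay run at fixed EC70 calcium of 1.6 mM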
V-ATPase pH – regulators of yeast V-ATPase proton pumping, primary screen, pHLuorin cytosolic pH fluorescence. response, % at 10 µM. AID 504577, 2011. S. cerevisiae. 350,000 compounds, 0.37% hits; in the data active = response mostly above about 7.3%, no sharp cut-off; inactive = mostly below about 5.4%; also: actives read high; inactives centre near 0; some compounds called inactive have numbers as strong as hits; reference of the scale not given here
Starred values were filed as active, the others as inactive; u = inconclusive; x = no result given. Only part of the results is shown (hit frequency here may not be typical).

Results follow in this order: DAGLB inh	NSD2 HMT inh	Arr AP2 block	C-LANA FP	Pemphigus Ab inh	Keap1 Nrf2 FP	CAL PDZ FP-1	CAL PDZ FP-2	Cardiac RTF inh	V-ATPase pH
1: CC(C)C(C)(NC(=O)c1cccn(Cc2ccc3c(c2)OC(F)(F)O3)c1=O)C(N)=O (stereo not drawn)
 : -2	-2	-6	0.9	105	-6	-3.3	-4	-7	x
2: O=C1c2cccc3cccc(c23)C(=O)N1/N=C/c1c(O)n(-c2ccccc2)c(=O)[nH]c1=O
 : 0	-3	2	0.0	x	3	-1.3	-3	4	5
3: O=c1c2ccccc2nc(-c2ccoc2)n1-c1ccccc1
 : -4	1	10	1.5	x	-4	-0.9	-2	-26	0
4: CCOc1cc(CN2CCN(C(=O)Cc3ccccc3)CC2)ccc1OC
 : -2	-2	11	0.2	119	1	-0.9	-3	-8	-2
5: CC(=O)OCC12CC(OC(=O)CC(C)C)C(C)=CC1OC1C(O)C(OC(C)=O)C2(C)C12CO2 (stereo not drawn)
 : -4	-1	1	0.6	93	-1	-0.7	0	-8	3
6: c1ccc(CC(NCc2ccco2)c2ccccc2)cc1 (stereo not drawn)
 : -3	2	13	0.9	99	1	0.0	5	-1	0
7: CN(C)C1(c2nnnn2-c2ccc(Cl)cc2)CCCCC1
 : -5	x	0	1.8	103	3	-0.1	x	5	-2
8: COc1ccccc1Oc1c(C)oc2cc(OC(=O)N(C)C)ccc2c1=O
 : -4	0	30	-1.5	104	-2	-0.6	-7	3	0
9: CN1CCN(c2nc(N)cc(=O)[nH]2)CC1
 : -1	-1	-15	2.2	90	-2	-0.9	-1	-3	-1
10: COC(=O)C1=C(c2ccc(OC)c(OC)c2)C[C@@H]2CC[C@H]1N2C(=O)NCCOc1ccc(OC)cc1
 : 1	x	-2	-0.7	96	-3	0.1	-3	-3	2

Record cards (already shown).
O=C1c2cccc3cccc(c23)C(=O)N1/N=C/c1c(O)n(-c2ccccc2)c(=O)[nH]c1=O across the screens: DAGLB inh: 0; NSD2 HMT inh: -3; Arr AP2 block: 2; C-LANA FP: 0.0; Pemphigus Ab inh: x; Keap1 Nrf2 FP: 3; CAL PDZ FP-1: -1.3; CAL PDZ FP-2: -3; Cardiac RTF inh: 4; V-ATPase pH: 5
CN1CCN(c2nc(N)cc(=O)[nH]2)CC1 across the screens: DAGLB inh: -1; NSD2 HMT inh: -1; Arr AP2 block: -15; C-LANA FP: 2.2; Pemphigus Ab inh: 90; Keap1 Nrf2 FP: -2; CAL PDZ FP-1: -0.9; CAL PDZ FP-2: -1; Cardiac RTF inh: -3; V-ATPase pH: -1

Later entries.
Results follow in this order: DAGLB inh	NSD2 HMT inh	Arr AP2 block	C-LANA FP	Pemphigus Ab inh	Keap1 Nrf2 FP	CAL PDZ FP-1	CAL PDZ FP-2	Cardiac RTF inh	V-ATPase pH
11: O=C(NC1CCCCC1)N1Cc2ccccc2-n2nncc2C1
 : -2	x	27	2.8	104	-4	1.6	-5	1	-1
12: COC(=O)C1=C(c2cccc(OC)c2OC)C[C@@H]2CC[C@H]1N2C(=O)NC1CC1
 : 1	x	0	-2.2	101	-1	1.0	-4	-6	2
13: NP(=O)(OCCCc1ccccc1)c1ccccc1 (stereo not drawn)
 : -3	x	-1	1.3	103	1	0.7	0	4	-1
14: Cn1c(O)c(C=NCCN2CCN(C(=O)c3ccccc3)CC2)c(=O)n(C)c1=O
 : -2	1	6	-0.1	100	1	-4.7	-24	-26	0
15: O=c1[nH]c(=O)n(-c2cccc(Cl)c2)c(O)c1C=NCCN1CCCCC1
 : 0	5	-3	-1.4	124	2	-1.1	-26	-8	-2
16: CC(C)OC(=O)c1c(N)n(CC2CCCO2)c2nc3ccccc3nc12 (stereo not drawn)
 : 0	-6	-4	6.6	x	-2	x	6	-7	-1
17: CCOP(=O)(C(NC(=O)c1ccccc1Cl)=C(Cl)Cl)c1ccccc1 (stereo not drawn)
 : 1	-6	-7	-0.3	97	2	-1.1	-7	-5	2
18: O=C(CN1C(=O)COc2ccccc21)N1CCC2(CC1)OCCO2
 : -3	-1	-3	-0.5	102	-6	-3.0	0	0	2
19: CC1CCC(C(C)C)C(OP(N)(=O)c2ccccc2)C1 (stereo not drawn)
 : -8	33	-13	-0.5	99	-4	0.7	-4	1	-1
20: C=CCn1c(O)c(C(C)=NCc2ccc3c(c2)OCO3)c(=O)[nH]c1=O
 : 1	-1	-2	3.4	x	0	0.5	4	0	-5
21: C#CC[N+]1(C)C2CCC1CC(O)C2 (stereo not drawn)
 : 3	1	28	-2.4	x	-1	-7.7	x	-6	-2
22: CN1CC(C(=O)c2ccc(Cl)cc2)C(c2ccccc2)C1 (stereo not drawn)
 : -2	12	0	-0.3	98	-2	0.5	-1	-8	4
23: CNC(=O)O/N=C(\C)Cc1nnn(-c2cc(C)on2)n1
 : 1	0	-11	-1.5	111	2	-0.3	x	-8	4
24: CCc1cc(=O)oc2cc(C)cc(OCC(=O)N3CCC(C(=O)O)(c4ccccc4)CC3)c12
 : 0	x	-4	0.2	x	-3	0.0	0	-2	3
25: O=C1NC2NC(=O)N([N+](=O)[O-])C2N1 (stereo not drawn)
 : x	-6	8	x	96	x	x	x	x	2
26: O=C(Nc1ccc(Cl)cc1)N1CC1
 : -1	-2	-9	-0.6	91	1	0.1	-3	-1	-2
27: Cc1oc(-c2ccc(Cl)cc2)nc1CS(=O)CC(=O)N1CCC2(CC1)OCCO2 (stereo not drawn)
 : -1	30	20	-0.6	94	-3	-0.3	-4	-7	0
28: N#CC1c2ccccc2C=CN1C(=O)c1ccc(N(CCCl)CCCl)cc1 (stereo not drawn)
 : -2	0	x	x	105	x	x	x	x	-2
29: CO[C@H]1CC=C2CCN3CCC4=C(CC(=O)OC4)[C@]23C1
 : 0	x	2	-2.4	101	-3	-0.5	-3	1	1
30: CCOc1ccc2nc(N=Nc3c(O)[nH]c(=O)[nH]c3=O)sc2c1
 : 8	9	-3	-0.4	94	-5	-2.2	-3	5	0
31: c1ccc2[nH]c(CCNC3CCCCC3)nc2c1
 : -3	6	-1	-1.8	x	-2	21	0	-7	4
32: O=C1NC(=O)N(Cc2ccccc2)C(=O)/C1=C/N1CCCc2ccccc21
 : -1	2	11	-2.5	102	-9	-0.9	6	-4	-2
33: N=C1c2ccccc2CN1NC(=O)c1ccc(Br)o1
 : 0	1	-17	1.2	103	-2	-3.3	-1	-8	0
34: CSc1ccccc1C(=O)C1CCCN(Cc2ccccn2)C1 (stereo not drawn)
 : -1	2	17	-0.9	104	-7	-0.7	12	0	1
35: CC1CCN(CC(=O)c2ccc3c(c2)OCCO3)CC1
 : 1	2	16	-3.6	x	4	-0.7	2	-4	1
36: O=C1C2CCN(CC2)C12CC2c1ccc(C(F)(F)F)cc1 (stereo not drawn)
 : -1	-3	23	-0.9	x	-4	-0.9	-3	1	5
37: COC(=O)C1=C(c2ccc(F)cc2OCc2ccccc2)C[C@@H]2CC[C@H]1N2C(=O)NCc1ccccc1
 : -15	x	-4	-2.6	94	-2	-1.3	2	1	-4
38: CN1CCN(c2nc(N)c(Br)c(Cl)n2)CC1
 : 1	-2	5	-0.1	93	-5	0.1	-6	-6	5
39: CN1CC(C(=O)c2ccc(Cl)cc2)C(c2ccc(N(C)C)cc2)C1 (stereo not drawn)
 : -4	36	48	-1.1	98	-2	-0.9	x	-4	5
40: O=C(c1cn(Cc2ccccc2)c2ccccc12)C1CC1
 : -7	-2	6	-0.7	100	1	-0.2	-5	1	-1
41: CCOC(=O)[C@]12Cc3cc(OC)c(OC)cc3[C@H]1N(Cc1ccccc1)C(=O)c1ccccc12
 : 0	x	-8	-0.1	97	-4	-0.6	-2	-4	4
42: CC(Cc1ccsc1)NCc1cn[nH]c1-c1ccc(F)cc1F (stereo not drawn)
 : 3	1	19	0.1	108	-1	-0.5	-3	-4	4
43: COC1=C[C@@H]2[C@@H]3Cc4ccc(OC)c(O)c4[C@]2(CCN3C)CC1=O
 : 2	x	-11	-1.2	x	-2	0.4	1	19*	2
44: Oc1cc2c(cc1CN1CCN(c3ccccc3F)CC1)OCO2
 : -3	11	18	-1.1	108	4	-1.4	0	14	-2
45: CN(C)c1ccc(/C=C2\CC3C4CC=C5CC(O)CCC5(C)C4CCC3(C)C2=O)cc1 (stereo not drawn)
 : 0	-3	-10	-1.2	124	-3	-2.1	-1	-4	0
46: COc1cc(/C=C2\C(=O)NC(=O)N(c3ccccc3)C2=O)c([N+](=O)[O-])cc1OC
 : 0	-1	-13	-0.2	101	u	46*	0	-5	0
47: CCOc1cc(-c2nc3c(C)cccn3c2NCC2CCCO2)ccc1O (stereo not drawn)
 : 1	1	32	0.5	104	0	0.1	-2	1	-7
48: O=[N+]([O-])c1ccc(N2CCNCC2)c(Cl)c1
 : 3	4	21	0.2	102	-4	-2.6	-6	12	-1
49: COc1ccc(NC(=O)CN(C)C(=O)CSC(c2ccccc2)c2ccccc2)cc1
 : 3	5	7	0.2	101	0	0.2	x	-11	3
50: CN1CCCN(C(=O)COc2ccccc2Br)CC1
 : 5	1	18	0.0	98	5	-1.3	-4	-5	-1
